# Screens (PubChem)
# VHR inh color: blocks the human dual specificity phosphatase VHR1 | P51452 | recombinant VHR phosphatase, colorimetric substrate read-out | inhibition, % at 20 µM | 0.7% of 50,000 active | AID 1992; in the data active = inhibition above about 60%; also: some results filed as inactive read as strong as hits
# Target sequence (P51452 whole entry, looked up): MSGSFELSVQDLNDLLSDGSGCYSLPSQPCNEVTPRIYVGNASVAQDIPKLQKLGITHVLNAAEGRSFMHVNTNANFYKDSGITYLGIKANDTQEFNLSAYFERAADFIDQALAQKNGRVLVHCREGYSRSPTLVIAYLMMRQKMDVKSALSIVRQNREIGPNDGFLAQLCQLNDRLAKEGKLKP
# Numbers without * were called inactive. This is a subset; count on the stated rates, not on these rows.
# A first look:
Compound	VHR inh color
Cc1ccc(NC(=O)c2nc[nH]c2C(=O)N2CCCCC2)c(C(=O)c2ccccc2)c1	-30.1
CCOc1ccc(NC(=O)CN(c2ccc(C)cc2)S(=O)(=O)c2ccc(SC)cc2)cc1	-6.5
Cc1ccc(C(=O)Nc2ncccc2Cl)cc1C	3.9

# The whole of this part, from the first entry:
Compound	VHR inh color
Cc1ccc(NC(=O)c2nc[nH]c2C(=O)N2CCCCC2)c(C(=O)c2ccccc2)c1	-30.1
CCOc1ccc(NC(=O)CN(c2ccc(C)cc2)S(=O)(=O)c2ccc(SC)cc2)cc1	-6.5
Cc1ccc(C(=O)Nc2ncccc2Cl)cc1C	3.9
O=C1/C(=C\c2cccc(Br)c2)SC(=S)N1c1cccc(C(F)(F)F)c1	-4.1
CS(=O)(=O)N1CCN(CCCc2ccccc2)CC1	-7.3
Cc1cc([N+](=O)[O-])ccc1-c1ccc(C(=O)Nc2ccc3oc(-c4ccccc4)nc3c2)o1	5.4
CCOc1ccc(C2C3=C(CC(C)(C)CC3=O)OC3=C2C(=O)CC(C)(C)C3)cc1	-4.0
CS(=O)(=O)N(CC(=O)NCCc1ccccc1)c1cccc(C(F)(F)F)c1	-7.9
NC(=O)c1nn2c(C(F)(F)F)cc(-c3ccccc3)nc2c1Cl	-2.9
Cc1oc2c(CN(CC(C)C)CC(C)C)c(O)ccc2c(=O)c1-c1nc2ccccc2s1	-12.5
CCOC(=O)c1ccc(NC(=O)CCCCCN2C(=O)/C(=C/c3ccc(Cl)cc3)SC2=S)cc1	-8.6
NC(=O)c1c(NC(=O)c2cccc(Cl)c2)sc2c1CCCC2	-12.9
O=c1c2ccccc2nc(/C=C/c2ccc(Cl)cc2)n1-c1cccc(O)c1	-16.9
Cc1cc(=O)[nH]c(SCC(=O)N2CCCc3ccccc32)n1	6.3
O=C(CC1c2ccccc2Oc2ccccc21)NCCOc1ccccc1	-17.2
COC(=O)c1c(C)oc2ccc(NS(=O)(=O)c3ccc4ccccc4c3)cc12	15.7
O=c1c2ccccc2c(-c2ccccc2)nn1CCc1ccccc1	-0.6
O=C(NC(=S)Nc1cc(-c2nc3ccccc3s2)ccc1Cl)c1ccc(Cl)cc1	4.8
COC(=O)C1=C(C)NC2=C(C(=O)CC(C)(C)C2)C1c1ccc(OC)cc1OC (centres undefined)	-16.1
O=C(COc1ccccc1Cl)Nc1ccc(O)cc1C(=O)O	3.3
CCOc1ccc(/C=N\NC(=O)c2cncc(Br)c2)cc1	-11.2
FC(F)(F)COc1nc(OCC(F)(F)F)nc(N2CCN(c3ccccc3)CC2)n1	-5.9
CCOc1ccccc1NC(=O)CN(c1cc(Cl)cc(Cl)c1)S(C)(=O)=O	-17.3
Cc1cc(NC(=O)c2ccc3c(c2)C(=O)N(C(C)(C)C)C3=O)no1	-18.0
CCCCOc1cccc(C(=O)Nc2cccc(-c3nc4ccccc4o3)c2)c1	-11.6
Cc1ccc(NC(=O)c2cccc(OCc3ccccc3)c2)c([N+](=O)[O-])c1	-3.9
COC(=O)c1ccc(/C=C/C(=O)c2cccc(OC)c2)cc1	-3.3
COc1ccc(/C=C2\C(=O)N(c3cccc(C(=O)O)c3)N=C2C)cc1OC	-2.8
O=C(CSCc1cccc(Br)c1)NCc1ccco1	-15.3
CC(=O)Nc1ccc(C(=O)N2CCN(c3cccc(Cl)c3)CC2)cc1	7.5
CC1=NN(c2ccc(S(N)(=O)=O)cc2)C(=O)/C1=C\c1ccc(-c2ccc([N+](=O)[O-])cc2)o1	-3.0
Cc1ccc(/C=N/NC(=O)COc2c(Br)cc(Br)cc2Br)cc1	-21.0
CCOC(=O)c1cc2c(nc1N)COC(C)(C)C2	-7.4
O=C(Nc1ccc(S(=O)(=O)N2CCc3ccccc32)cc1)c1ccc(-c2ccccc2)cc1	0.2
O=C(Nc1ccccc1C(=O)NCCc1ccccc1)c1ccncc1	15.6
Cc1ccc(S(=O)(=O)N2CCN(C/C=C/c3ccccc3)CC2)cc1[N+](=O)[O-]	-7.8
COc1ccc2c(c1)CC/C2=N\OC(=O)c1cccc2ccccc12	-0.8
COc1ccc(CN2CCN(Cc3ccccn3)CC2)c(OC)c1	3.0
Cc1cccc(OCC(=O)NCC(=O)N/N=C/c2cccs2)c1	-11.2
Cc1cccc(/C=N\NC(=O)COc2ccc(-c3ccccc3)cc2)c1O	-16.6
COc1ccc(N=Cc2c(C)[nH]n(-c3ccccc3)c2=O)cc1	-38.6
CCOCCOC(=O)c1ccc(NC(=O)c2cc3ccccc3o2)cc1	-0.2
Cc1ccc(S(=O)(=O)N2CCN(Cc3c[nH]c4ccccc34)CC2)cc1	13.1
O=C(COC(=O)CSCC(=O)Nc1cccc2ccccc12)Nc1ccc(Br)cn1	-24.2
Fc1ccc(Cc2cnc(Nc3ccccc3)s2)cc1	1.3
CS(=O)(=O)N(Cc1ccc(C(=O)N[C@@H]2C[C@H]3CC[C@@H]2C3)cc1)c1ccccc1	6.7
CCOc1ccc(C(=O)Nc2ccc(C)cn2)cc1	0.1
CC1C2CC(CC1(C)C)N(C(=O)Nc1ccc3nccnc3c1)C2 (centres undefined)	14.2
Cc1cc(Br)cc(C)c1NC(=O)c1cccnc1	-1.0
N/C(=N\N=C/c1ccc(F)cc1)N/N=C\c1ccc(F)cc1	-8.2

# 2 records picked at random from those above:
Compound	VHR inh color
Cc1ccc(/C=N/NC(=O)COc2c(Br)cc(Br)cc2Br)cc1	-21.0
O=c1c2ccccc2nc(/C=C/c2ccc(Cl)cc2)n1-c1cccc(O)c1	-16.9

# Continued:
Compound	VHR inh color
O=C(Nc1cccc2ccccc12)C(=O)NC1CCCC1	-8.3
C/C(=N/NC(=O)c1ccccc1)C1CC1	-32.2
Cc1sc(NS(=O)(=O)c2ccc([N+](=O)[O-])cc2)nc1-c1ccc(Br)cc1	-9.1
CC(C)=C(NC(=O)c1ccccc1)C(=O)NCc1ccccc1Cl	2.5
CCOC(=O)c1c(NC(=O)C2CC2)sc(C(=O)Nc2ccc(OC)cc2OC)c1C	0.1
Cc1occc1C(=O)Nc1ccc(C(=O)O)cc1	2.5
CC(=O)Nc1ccc(NS(=O)(=O)c2ccc(C(C)(C)C)cc2)cc1	-5.7
CC(C(=O)O)N1C(=O)/C(=C/c2ccc(C(=O)O)cc2)SC1=S (centres undefined)	-9.2
CCCC(=O)NC(c1cccc([N+](=O)[O-])c1)c1c(O)ccc2ccccc12 (centres undefined)	-19.6
O=C(Nc1ccc(Oc2ccccc2)cc1)c1ccc(Cl)cc1Cl	1.0

# Individual results from the results shown.
# Cc1occc1C(=O)Nc1ccc(C(=O)O)cc1 in VHR inh color is listed with 2.5
# CC(=O)Nc1ccc(NS(=O)(=O)c2ccc(C(C)(C)C)cc2)cc1 in VHR inh color is listed with -5.7

# Further entries follow.
Compound	VHR inh color
Cc1ccc(C(=O)N/C(=C\c2cccc([N+](=O)[O-])c2)C(=O)NCc2ccncc2)cc1	-8.1
CCOc1ccc2noc3c2c1C(=O)c1ccccc1-3	-5.4
O=C(Nc1cccc([N+](=O)[O-])c1)c1cccc(F)c1	-17.2
CC(=O)CC(=O)NCc1ccc(Cl)cc1	-16.3
COc1ccc(OC)c(NC(=O)COc2c(C)cccc2C)c1	10.0
CCOC(=O)C(NC(=O)CCC(=O)Nc1ccc(S(N)(=O)=O)cc1)C(O)c1ccccc1 (centres undefined)	-15.7
COc1ccc(/C=C2\C=C(c3ccc(Cl)cc3)OC2=O)cc1C	-4.5
COc1ccc(-c2cc(-c3ccc(C)cc3)nc(N3CCCC3)n2)cc1	-12.5
CS(=O)(=O)N(CC(=O)NCCc1ccccc1)c1ccc(Br)cc1	-6.8
O=C1CC(N2CCC(O)(c3ccc(Br)cc3)CC2)C(=O)N1c1ccc(Cl)cc1 (centres undefined)	-23.6

# A stretch of the results above, for reference:
Compound	VHR inh color
CC(=O)CC(=O)NCc1ccc(Cl)cc1	-16.3
COc1ccc(OC)c(NC(=O)COc2c(C)cccc2C)c1	10.0
CCOC(=O)C(NC(=O)CCC(=O)Nc1ccc(S(N)(=O)=O)cc1)C(O)c1ccccc1 (centres undefined)	-15.7
COc1ccc(/C=C2\C=C(c3ccc(Cl)cc3)OC2=O)cc1C	-4.5
COc1ccc(-c2cc(-c3ccc(C)cc3)nc(N3CCCC3)n2)cc1	-12.5
CS(=O)(=O)N(CC(=O)NCCc1ccccc1)c1ccc(Br)cc1	-6.8
O=C1CC(N2CCC(O)(c3ccc(Br)cc3)CC2)C(=O)N1c1ccc(Cl)cc1 (centres undefined)	-23.6

# Going on with the list.
Compound	VHR inh color
COc1cc(NC(=O)c2cc(Cl)ccc2OC)c(OC)cc1Cl	-15.8
COc1cccc(NC(=O)c2ccco2)c1	-15.0
Cc1c(C(=O)Nc2ccc(NC(=O)c3ccco3)c(Cl)c2)cccc1[N+](=O)[O-]	6.6
COc1ccc(Br)cc1/C=C/C(=O)Nc1ccc(NC(=O)c2ccco2)c(OC)c1	-9.3
O=C(CSc1nc2ccc([N+](=O)[O-])cc2s1)Nc1ccc(Br)cc1	-7.6
COc1cc(C(=O)N2CCN(c3cccc(Cl)c3)CC2)c([N+](=O)[O-])cc1OC	-8.5
CCOc1ccc(/C=C2\SC(=S)N(c3ccc(OC)cc3)C2=O)cc1OC	-4.5
Cc1ccc(N2C(=O)CC(NCCc3cccc(Cl)c3)C2=O)cc1 (centres undefined)	-25.4
CC1(C)CC(=O)C2=C(C1)Nc1ccccc1NC2c1cccc2ccccc12 (centres undefined)	-26.1
COc1ccc(C2/C(=C(\O)c3ccc(Cl)cc3)C(=O)C(=O)N2c2cccnc2)c(OC)c1 (centres undefined)	1.9

# New compounds follow:
molecule,VHR inh color
COC(=O)C1=C(C)NC2=C(C(=O)c3ccccc32)C1c1ccccc1OCc1ccccc1F (centres undefined),-4.5
CCOc1ccc(N2C(=O)CC(N3CCN(c4cccc(Cl)c4)CC3)C2=O)cc1 (centres undefined),-31.0
COC(=O)c1c(NC(=O)c2ccccc2[N+](=O)[O-])sc(Cc2ccccc2)c1C,2.8
COc1cc(OC)cc(C(=O)NC2CCCCCC2)c1,-34.0
CCC(=O)NC(c1ccccc1Cl)c1c(OC(C)=O)ccc2ccccc12 (centres undefined),15.2
CCOC(=O)C1=C(C)NC(=O)NC1c1ccc(OC)cc1 (centres undefined),-16.1
COc1ccc(N2CC(C(=O)N/N=C/c3c[nH]c4ccccc34)CC2=O)cc1 (centres undefined),-0.3
O=C1CC(NC2CCCC2)C(=O)N1c1ccc(Cl)cc1 (centres undefined),-9.8
O=C(Nc1ccc2oc(-c3cccc(Cl)c3Cl)nc2c1)c1ccccc1Cl,1.0
COc1ccc(-c2cn3cc(C)ccc3n2)cc1Br,2.5
CCOC(=O)c1c(N)n(-c2ccc(OC)cc2)c2nc3ccccc3nc12,-1.5
O=C(Nc1nnc(-c2ccc([N+](=O)[O-])cc2)s1)c1cccs1,-30.2
C/C(=N\OC(=O)Nc1ccccc1)c1ccccn1,-8.0
CCOC(=O)Cc1csc(NC(=O)COc2ccccc2[N+](=O)[O-])n1,-16.9
CC(C)Oc1ccc(C(Cc2nc3ccccc3[nH]2)c2nc3ccccc3[nH]2)cc1 (centres undefined),9.0
CCOC(=O)c1ccc(NC(=S)NC(NC(=O)c2ccccc2Cl)C(Cl)(Cl)Cl)cc1 (centres undefined),-2.6
COc1ccc(C(=O)Nc2ccncc2)cc1,-9.6
CCOc1cccc(C(=O)Nc2ccc(NC(=O)c3ccco3)c(OC)c2)c1,-10.0
COc1ccc(CC(=O)Nc2cccc(NC(=O)c3cccc(Cl)c3)c2)cc1OC,-5.0
C/C(=N\Nc1nc(C)cc(C)n1)c1cccs1,-8.0
CCCCC(=O)NNC(=O)COc1ccc(Cl)cc1,-33.3
CC1(C)Nc2ccccc2N(CCC(=O)N2CCOCC2)C1=O,-2.1
Cc1c(N2C(=O)/C(=C/c3ccc(F)cc3)SC2=S)c(=O)n(-c2ccccc2)n1C,-7.0
CC(C)Oc1c(I)cc(I)cc1/C=C(/C#N)c1nc2ccccc2[nH]1,0.3
COC(=O)CN(c1ccccc1C)S(=O)(=O)c1ccccc1,-42.7
Cc1ccc(N2C(=O)NC(=O)/C(=C\c3ccc(I)o3)C2=O)cc1,99.1
Ic1ccc(-c2csc(Nc3ccc(Oc4ccccc4)cc3)n2)cc1,-8.0
COc1cccc(CN2CCN(C(=O)c3cc(OC)cc(OC)c3)CC2)c1,-3.9
Cc1ccc(S(=O)(=O)/N=C2\C=CC(=O)C(Br)=C2)cc1,29.1
O=C(NCc1cccnc1)c1ccc(C#CC2(O)CCCCC2)cc1,7.1
CCOc1ccc(NC(=O)c2ccccc2NC(=O)c2ccc(C)cc2)cc1,-10.5
CC(C)COc1ccc(C(=O)NCC2(c3ccccc3)CCCC2)cc1,4.9
COc1ccc(NC(=O)CN(c2ccc(C)c(Cl)c2)S(C)(=O)=O)cc1OC,-8.0
COc1cc(NC(C)=O)c(Cl)cc1NC(=O)c1ccccc1,7.0
CCN(CC)S(=O)(=O)c1ccc(NC(=O)c2ccc(Cl)cc2)cc1,-8.4
CCOC(=O)c1ccc(P(C)(C)=O)cc1,-6.9
Clc1ccc(OCCSc2ncnc3nc[nH]c23)cc1,-32.7
Cc1ccc(S(=O)(=O)ON=C2C=CC(=O)C=C2)cc1,48.3
COc1cc(/C=C2\C(=O)NC(=O)N(c3ccc(C)cc3)C2=O)ccc1OCc1ccc([N+](=O)[O-])cc1,-16.3
COc1ccc(NC(=O)C(=O)NCc2ccco2)cc1OC,15.4
COc1ccc(CCNC(=O)CC(=O)N/N=C/c2ccco2)cc1OC,-18.2
COc1ccc(CCNc2cc(N3CCN(C(=O)c4ccc(Br)cc4)CC3)ccc2[N+](=O)[O-])cc1OC,-10.3
CN(C)CC(=O)C12CC3CCC(CC(C3)C1)C2,1.1
COc1ccc(CN2CCN(c3c4c(c(C#N)c5nc6ccccc6n35)CCC4)CC2)cc1,6.2
CCOC(=O)C1CCN(C2CC(=O)N(c3ccc(F)cc3)C2=O)CC1 (centres undefined),-39.0
CC(=O)C1=C(O)C(=O)N(CC2CCCO2)C1c1ccccc1 (centres undefined),4.1
CCOc1cc(/C=C2/C(=O)NN(c3ccc(Br)cc3)C2=O)ccc1O,8.8
O=Cc1cc(-c2ccccc2)oc1Cl,15.6
COc1ccc(CN2CCN(Cc3ccc4ccccc4c3)CC2)c(OC)c1,17.6
CC(Oc1cccc(Cl)c1)C(=O)Nc1nncs1 (centres undefined),10.5
